Compound activity deposited in PubChem by Southern Research Specialized Biocontainment Screening Center.
tuberculosis growth = growth inhibition of non-replicating M. tuberculosis (AID 488890). Mycobacterium tuberculosis non-replicating, growth inhibition; higher % means a stronger effect. inhibition, % at 25 µM; hits with a dose series show IC50 in µM. actives 0.39% (n = 320,000); in the data active means a potency from the dose series; inconclusive means inhibition mostly from about 82% at the one dose, without a potency; inactive means the rest, 99 in 100 with inhibition below about 76%;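 further: plate controls were DMSO cells for no effect and high antibiotic wells for full effect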
influenza NS1A = H1N1 influenza NS1A inhibitors, functional cell based assay (AID 504329) | actives 0.3% (n = 340,000) | inhibition, % at 12.5 µM; hits with a dose series show IC50 in µM | NS1A functional cell-based assay, percent inhibition; higher % means a stronger effect; in the data active means a potency from the dose series; inconclusive means inhibition above about 27% without an active follow-up result; further: strong numbers were not always called active
PhoP GFP inhibition = PhoP regulon inhibitors, Salmonella typhi PhoP promoter GFP reporter, confirmatory (AID 1850); Salmonella Typhi PhoP-promoter GFP reporter, fluorescence, 4 h; higher % means a stronger effect; inhibition, % at 50 µM; hits with a dose series show IC50 in µM; actives 0.33% (n = 310,000); in the data active means a potency from the dose series; inconclusive means inhibition mostly from about 25% at the one dose, without a potency; inactive means the rest, 99 in 100 with inhibition below about 19%;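 further: 0% = induced wells with vehicle and 100% = uninduced wells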
inhibitors of VEEV = inhibitors of VEEV TC-83 cytopathic effect, confirmation, Vero cells (AID 588727) | Vero cells, VEEV TC-83 cytopathic effect inhibition; higher % means a stronger effect | inhibition, % at 20 µM; hits with a dose series show IC50 in µM | actives 0.13% (n = 350,000); in the data active means a potency from the dose series; inconclusive means inhibition mostly from about 14% at the one dose, without a potency; inactive means the rest, 99 in 100 with inhibition below about 12%; further: strong numbers were not always called active
H37Rv inhibition = M. tuberculosis growth inhibition, HTS (AID 449762). M. tuberculosis H37Rv growth inhibition, 7H9 media; higher % means a stronger effect. inhibition, % at 25 µM; hits with a dose series show IC50 in µM. actives 0.59% (n = 330,000); in the data active means a potency from the dose series; inconclusive means inhibition above about 70% without an active follow-up result;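 further: bacterial growth assessed after seven days of incubation; strong numbers were not always called active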
inhibitors of VEEV 10K pilot screen = also measured in inhibitors of VEEV; calls as there; inhibition, %; measured here: 10K pilot screen inhibition
* marks the source's active call; other numbers are inactive results; i = inactive; ? = inconclusive; . = not tested or not shown.

Start of the listing, in advance, 15 compounds:
SMILES	tuberculosis growth	influenza NS1A	PhoP GFP inhibition	inhibitors of VEEV	H37Rv inhibition	others
C=CCN1C=C2C(=O)C(C)(OC(=O)c3cccs3)C(=O)C=C2C=C1CCCC(=O)OC (stereo not given)	6%	-3%	6%	1.1%	11%	inhibitors of VEEV 10K pilot screen=4.2
COc1ccc(S(=O)(=O)Nc2ccc3c(c2)C(=O)N([C@H](C)CO)C[C@H](C)[C@@H](CN(C)S(=O)(=O)c2ccc(OC)cc2)O3)cc1	.	10%	.	3.2%	.
Cc1cc(C(=O)Nc2c(C)nn(Cc3ccccc3)c2C)on1	-6%	6%	.	2.5%	-12%
CCOC(=O)C1=C(COC(=O)/C=C/c2ccc(OC)c(OC)c2)NC(=O)NC1C (stereo not given)	14%	0%	-10%	10%	21%
CN(CCC1CCOCC1)C(=O)CC1C(=O)NCCN1Cc1cccc(F)c1 (stereo not given)	-14%	-7%	-14%	1.1%	-7%
O=C(NCC1CCCN1S(=O)(=O)c1cccs1)c1ccc(F)cc1 (stereo not given)	12%	-15%	1%	i	1%
Cn1c(-c2ccccc2)cnc1NCc1cc2c(cc1[N+](=O)[O-])OCO2	24%	-1%	6%	0.4%	2%
CS(=O)(=O)N(CC(=O)N1CCN(Cc2ccccc2)CC1)c1cccc(F)c1	-1%	-7%	-6%	i	-2%
Nc1nc(Nc2ccccc2Br)nc(C(F)(F)F)n1	-3%	3%	-19%	0.0%	-7%
CCOc1ccc(OCc2cccc(C(=O)N(CC)CC)c2)cc1	71%	-4%	4%	i	7%
CCCCOC(=O)CSC1=C(C#N)C(c2ccccc2OCC)C(C#N)C(=O)N1 (stereo not given)	38%	3%	-2%	1.7%	-9%
CCc1cc(C(=O)Cc2nc3ccccc3[nH]2)c(O)cc1O	-6%	5%	0%	7.7%	-7%
COC(=O)c1ccccc1COn1c(=O)c[n+]([O-])c2ccccc21	16%	6%	-6%	2.4%	-2%
O=C(COc1coc(CN2CCCc3ccccc32)cc1=O)Nc1ccccc1	-4%	-16%	6%	1.5%	5%
O=C(NCc1cccs1)C1CCCN(C(=O)Nc2ccc(F)cc2)C1 (stereo not given)	-2%	5%	8%	0.7%	2%

The list itself, previewed entries included:
SMILES	tuberculosis growth	influenza NS1A	PhoP GFP inhibition	inhibitors of VEEV	H37Rv inhibition	others
C=CCN1C=C2C(=O)C(C)(OC(=O)c3cccs3)C(=O)C=C2C=C1CCCC(=O)OC (stereo not given)	6%	-3%	6%	1.1%	11%	inhibitors of VEEV 10K pilot screen=4.2
COc1ccc(S(=O)(=O)Nc2ccc3c(c2)C(=O)N([C@H](C)CO)C[C@H](C)[C@@H](CN(C)S(=O)(=O)c2ccc(OC)cc2)O3)cc1	.	10%	.	3.2%	.
Cc1cc(C(=O)Nc2c(C)nn(Cc3ccccc3)c2C)on1	-6%	6%	.	2.5%	-12%
CCOC(=O)C1=C(COC(=O)/C=C/c2ccc(OC)c(OC)c2)NC(=O)NC1C (stereo not given)	14%	0%	-10%	10%	21%
CN(CCC1CCOCC1)C(=O)CC1C(=O)NCCN1Cc1cccc(F)c1 (stereo not given)	-14%	-7%	-14%	1.1%	-7%
O=C(NCC1CCCN1S(=O)(=O)c1cccs1)c1ccc(F)cc1 (stereo not given)	12%	-15%	1%	i	1%
Cn1c(-c2ccccc2)cnc1NCc1cc2c(cc1[N+](=O)[O-])OCO2	24%	-1%	6%	0.4%	2%
CS(=O)(=O)N(CC(=O)N1CCN(Cc2ccccc2)CC1)c1cccc(F)c1	-1%	-7%	-6%	i	-2%
Nc1nc(Nc2ccccc2Br)nc(C(F)(F)F)n1	-3%	3%	-19%	0.0%	-7%
CCOc1ccc(OCc2cccc(C(=O)N(CC)CC)c2)cc1	71%	-4%	4%	i	7%
CCCCOC(=O)CSC1=C(C#N)C(c2ccccc2OCC)C(C#N)C(=O)N1 (stereo not given)	38%	3%	-2%	1.7%	-9%
CCc1cc(C(=O)Cc2nc3ccccc3[nH]2)c(O)cc1O	-6%	5%	0%	7.7%	-7%
COC(=O)c1ccccc1COn1c(=O)c[n+]([O-])c2ccccc21	16%	6%	-6%	2.4%	-2%
O=C(COc1coc(CN2CCCc3ccccc32)cc1=O)Nc1ccccc1	-4%	-16%	6%	1.5%	5%
O=C(NCc1cccs1)C1CCCN(C(=O)Nc2ccc(F)cc2)C1 (stereo not given)	-2%	5%	8%	0.7%	2%
Cc1cc(N)ccc1-n1nc2ccccc2n1	-4%	-9%	-2%	2.3%	0%
CCOc1ccc(-c2nnc(N3CCCCC3)c3ccccc23)cc1	8%	-1%	0%	4.6%	7%
CC(=O)NCCc1ccc(C(=O)CSc2nnc(C3CC3)n2C2CC2)cc1	6%	2%	.	0.2%	-12%
Cn1cc(C(=O)C(=O)NC2CCCCC2)c2ccccc21	5%	-4%	-1%	8.4%	-2%
CC[C@H](C)[C@H](NC(N)=O)C(=O)NCCc1ccc(Cl)cc1Cl	-4%	.	-5%	1.5%	-2%
Cc1ccc(OCCC(=O)Nc2ccc(S(=O)(=O)Nc3nccs3)cc2)cc1	75%	8%	.	4.0%	49%
O=C1N[C@@H](Cc2ccccc2)COC(=O)[C@H](Cc2ccc(F)cc2)CC/C=C/C[C@H]1CC(=O)N(CCO)Cc1ccccc1	77%	6%	.	2.8%	-3%
O=C(c1cccc(Cl)c1)N1CCN(Cc2ccncc2)CC1	.	10%	.	2.4%	.
Cc1ccc(/C=C/C(=O)OC(C)C(=O)Nc2ccc(Cl)cn2)o1 (stereo not given)	34%	5%	-10%	1.9%	-3%
Cc1c(C=C2C(=O)NC(=O)NC2=O)c(=O)n(-c2ccccc2)n1C	-6%	-6%	3%	i	4%
CNC[C@@H]1Oc2ccc(NS(=O)(=O)c3ccc(Cl)cc3)cc2C(=O)N([C@H](C)CO)C[C@@H]1C	47%	1%	.	2.0%	8%
O=C(N/N=C/c1cccnc1)c1cccc(S(=O)(=O)Nc2cccc(Cl)c2)c1	15%	5%	-17%	1.2%	3%
CCCN(C(=O)C1=COCCO1)c1c(N)n(Cc2ccccc2)c(=O)[nH]c1=O	-8%	-3%	-1%	0.9%	-9%
COc1ccc(NS(=O)(=O)c2ccc(SC)cc2)cc1	7%	2%	-8%	0.6%	26%
CC(C)(C)c1ccc(OCC(=O)NNC(=O)c2cccnc2)cc1	6%	.	-8%	1.9%	46%
CCN(CCCNC(=O)CCn1c(=O)[nH]c2ccccc2c1=O)c1cccc(C)c1	15%	4%	-1%	1.7%	-7%
O=[N+]([O-])c1ccc(N2CCOCC2)c2cccnc12	10%	2%	-9%	0.6%	0%
O=C(CCCOc1ccccc1)Nc1ccc2c(c1)OCCO2	63%	8%	0%	1.0%	?
O=C(NCCN1CCN(c2ccccc2)CC1)c1cccc(Br)c1	61%	11%	5%	i	-1%
COc1ccc(CCn2c(=N)c(C(=O)NCCN3CCOCC3)cc3c(=O)n4cccc(C)c4nc32)cc1OC	19%	7%	0%	13%	6%
CCc1ccc(OCC(=O)N2CC(C(=O)OC)Oc3ccccc32)cc1 (stereo not given)	?	-8%	-3%	0.6%	43%
O=C(NCCN1CCCC1)c1ccc(Cn2c(=S)[nH]c3cc4c(cc3c2=O)OCO4)cc1	22%	-4%	8%	3.9%	-6%
Cc1nc2ccccc2c(=O)n1NC(=O)/C=C/c1ccc(Br)cc1	-2%	4%	-4%	i	-7%
Cc1ccc(NC2SC(=O)N(CC(=O)O)C2=O)cc1 (stereo not given)	-8%	10%	6%	0.7%	-10%
O=C(NNC(=O)C1CCN(Cc2ccc(F)cc2Cl)CC1)Nc1ccc([N+](=O)[O-])cc1	28%	-8%	-5%	1.0%	13%
O=C(NCC1CCCCC1)C1CCN(C(=O)NC2CCCCC2)CC1	5%	3%	-14%	i	2%
C=CCN1C(=O)c2ccc(C(=O)NCC(=O)Nc3c(C)cc(C)cc3C)cc2C1=O	-1%	5%	.	1.0%	-1%
CSc1ncnc2c1ccn2CC(=O)Nc1ccc(C)c(C)c1	-18%	-1%	.	1.3%	31%
O=C(Nc1ccccc1Cc1ccccc1)c1ccncc1	1%	25%	-9%	1.3%	-2%
N#CCC(=O)Nc1ccc(C(=O)OCC(=O)Nc2cccc(C(F)(F)F)c2)cc1	-2%	-6%	-7%	i	-6%
CC1Oc2ccccc2N(CC(=O)N2CCc3ccccc32)C1=O (stereo not given)	52%	-2%	0%	1.6%	-1%
COc1cc(C2N(C)C(=O)c3ccccc3N2C)ccc1O (stereo not given)	1%	-27%	-7%	0.5%	-14%
O=C(N/N=C/c1c(O)n(CCc2ccc(F)cc2)c(=O)[nH]c1=O)c1ccncc1	51%	16%	4%	1.4%	?
O=C(COC(=O)CCc1ccccc1)Nc1cc([N+](=O)[O-])ccc1F	14%	-3%	5%	1.4%	1%
Cc1ccc(S(=O)(=O)NNC(=O)CCCCC(=O)NNS(=O)(=O)c2ccc(C)cc2)cc1	-5%	2%	1%	i	-2%	inhibitors of VEEV 10K pilot screen=1.1
COc1ccc(C(=O)N/C(=C\c2cn(S(=O)(=O)N(C)C)c3ccccc23)C(=O)NCCN2CCOCC2)cc1OC	8%	3%	5%	0.8%	0%
COC(=O)C1CCN(C(=O)c2ccc3oc(Cc4ccc(Cl)cc4)nc3c2)CC1	8%	28%	-7%	1.3%	4%
CCOC(=O)CNC(=O)C12CC3CC(C1)CC(c1ccc(C)cc1)(C3)C2	23%	11%	-15%	0.8%	-10%
O=C(CSc1nnc(-c2ccccc2F)n1C1CC1)Nc1cccnc1Cl	10%	10%	8%	0.3%	-2%
CCNC(=O)N1C(=O)C2(OCCO2)c2cc(Br)ccc21	-5%	2%	9%	1.8%	11%
O=C1C=C(c2ccccc2)C(c2ccccc2)C1 (stereo not given)	.	6%	.	1.8%	.
O=C(/C=C/c1ccccc1)Nc1ccc(Cl)cn1	.	-4%	.	0.3%	.
CCOc1ccc(OCCNCc2ccc(OC(C)C(=O)N(C)C)c(OCC)c2)cc1 (stereo not given)	-3%	-2%	-11%	0.7%	-10%
O=C(NNC(=S)NC(=O)c1ccco1)c1ccc(NC(=O)c2ccccc2)cc1	65%	3%	14%	12%	57%
COc1cc(/C=C(\C#N)C(=O)NCC2CCCO2)ccc1OC(C)C (stereo not given)	12%	4%	-4%	0.5%	-7%
Further compounds.
SMILES	tuberculosis growth	influenza NS1A	PhoP GFP inhibition	inhibitors of VEEV	H37Rv inhibition	others
Cc1cc(Nc2ccccc2)nn1C(=O)c1ccccc1	14%	-10%	9%	2.0%	11%
CCn1c(=O)cc(N2CCN(C(=O)c3ccco3)CC2)[nH]c1=O	-8%	1%	-1%	0.1%	-3%
Cc1c(Cl)cccc1NC(=O)C1CCCN(S(C)(=O)=O)C1 (stereo not given)	2%	-3%	-6%	1.1%	0%
Cc1csc(SCC(=O)NC2CCC(C)CC2)n1 (stereo not given)	50%	-3%	2%	i	0%
COc1ccccc1CCC(=O)OC(C)C(=O)Nc1c(C)n(C)n(-c2ccccc2)c1=O (stereo not given)	-9%	-13%	-2%	4.2%	-4%
COc1ccc(NP(=O)(Oc2cccc(C)c2)Oc2cccc(C)c2)cc1OC	13%	20%	0%	5.8%	10%
O=C1C2CCCN2C(=O)N1CCCN1CCN(c2cccc(Cl)c2)CC1 (stereo not given)	-7%	-2%	-8%	i	-4%
CCCCOc1ccc(Cc2c(Cl)nc(SC)nc2N2CCOCC2)cc1	12%	5%	-4%	i	9%
Cc1cccc(Oc2nc3ccccn3c(=O)c2/C=C(\C#N)C(=O)NC2CCS(=O)(=O)C2)c1 (stereo not given)	6%	-4%	0%	2.6%	-2%
COC(=O)C1CCN(C(=O)c2ccc(SC)cc2OC)CC1	5%	-1%	0%	0.8%	-4%
COc1ccc(C(=O)NN)cc1	-5%	-6%	-4%	1.3%	-9%
COc1cc(/C=C2/C(=O)CNC2=O)ccc1O	1%	5%	-5%	1.8%	-2%	inhibitors of VEEV 10K pilot screen=1.1
CCCCN(C(=O)c1ccc([N+](=O)[O-])s1)c1c(N)n(CCCC)c(=O)[nH]c1=O	11%	10%	-14%	0.2%	-3%
CN(Cc1ccccc1)C(=O)COC(=O)c1ccc(Cl)c(N)c1	11%	12%	7%	0.1%	-5%
C1CCC(CNc2c3c(nc4nnnn24)CCCC3)CC1	-6%	6%	-14%	i	-12%
Cc1csc(-c2cnn(-c3ccccc3)c2NC(=O)c2cccc(F)c2)n1	6%	-17%	6%	8.3%	2%
O=C(O)c1ccc(COCC(F)(F)C(F)F)o1	13%	-6%	2%	0.7%	-7%
COc1ccccc1NC(=O)CN1CCC(n2nnc3cc(F)ccc32)CC1	14%	5%	11%	8.6%	3%
